Screening results: PubChem, several laboratories
DNA FID counter – counter-screen for HCV NS3 helicase inhibitors: DNA intercalator displacement. DNA fluorescent intercalator displacement, fluorescence. inhibition, % at 7.9 µM. 290,000 compounds, 0.17% hits; in the data active = inhibition above about 37%;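 note: 0% = vehicle and 100% = reference compound; higher means more ethidium bromide displaced from hairpin DNA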
VIM-2 inh – blocks Pseudomonas aeruginosa VIM-2 metallo-beta-lactamase. purified VIM-2, nitrocefin hydrolysis, epi-absorbance fluorescence. inhibition, % at 5.6 µM. 290,000 compounds, 0.89% hits. AID 1527;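 active = inhibition above the mean of all tested compounds plus 3 SD, cutoff set per screening run, cut at about 7.5% in these data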;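 note: red hydrolysis product quenches plate fluorescence so inhibitors raise well fluorescence; 0% = enzyme with DMSO and 100% = DMSO without enzyme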
NS3 helicase inh – inhibitors of Hepatitis C virus NS3 helicase; 290,000 compounds, 0.56% hits; AID 1800; inhibition, % at 10.9 µM; NS3 helicase DNA unwinding, Cy5 molecular beacon fluorescence;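 active = inhibition above the mean of all tested compounds plus 3 SD, set per campaign, cut at about 35% in these data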;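 note: 0% = DMSO wells and 100% = thioflavine S control wells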
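Control set: DMSO versus 110 µM thioflavine S; Material: NS3 helicase fragment of HCV; Measured by: Cy5 fluorescence at 0 and 60 min, beacon hairpin quenching; Read-out basis: percent inhibition from t60/t0 fluorescence ratio; Times: reaction time 60 min, 25 °C; Repeats: single replicate; Compound dosing: single dose, 10.9 µM nominal final, DMSO 0.8% final.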
SUMO HTRF inh – inhibitors of human SUMOylation (UBC9) | P63279 | inhibition, % at 35 µM | 290,000 compounds, 0.36% hits | HTRF SUMOylation assay, SAE1/SAE2 + UBC9, in vitro; in the data active = inhibition above about 50%, passing the limit was not always enough; note: strong numbers were not always called active
IMP-1 inhibitor – inhibitors of Pseudomonas aeruginosa IMP-1 metallo-beta-lactamase; purified IMP-1, nitrocefin hydrolysis, epi-absorbance fluorescence; inhibition, % at 5.6 µM; 290,000 compounds, 0.45% hits; AID 1556;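 active = inhibition above the mean plus 3 SD of all compounds in the same screening run, cut at about 4.5% in these data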;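 note: 0% = IMP-1 with DMSO and 100% = DMSO wells lacking enzyme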
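Material – recombinant IMP-1 enzyme, purified · Amount – IMP-1 0.2 nM before substrate addition · Medium – HEPES buffer pH 7.1 with ZnSO4 and Brij 35 · Timing – 25 °C, 15 min preincubation, 25 min reaction · Measured by – plate fluorescence quenching by hydrolysis product, ex 480/em 530 nm · Read-out – percent enzyme inhibition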
p-CIP stab down – lowers stability of the mouse p/CIP coactivator protein; Q05BA5; F442A p/CIP-EGFP cells, EGFP fluorescence, 16 h; decrease of EGFP signal, % at 10 µM; 290,000 compounds, 0.01% hits; AID 1984;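 active = EGFP signal decrease of at least 30% at 10 µM or well 3 SD below plate mean, unless failing retest; inactive = the rest, including hits failing retest or dose response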; note: some compounds called inactive have numbers as strong as hits; many of its hits are not listed in these tables
Target sequence (Q05BA5 1-1403): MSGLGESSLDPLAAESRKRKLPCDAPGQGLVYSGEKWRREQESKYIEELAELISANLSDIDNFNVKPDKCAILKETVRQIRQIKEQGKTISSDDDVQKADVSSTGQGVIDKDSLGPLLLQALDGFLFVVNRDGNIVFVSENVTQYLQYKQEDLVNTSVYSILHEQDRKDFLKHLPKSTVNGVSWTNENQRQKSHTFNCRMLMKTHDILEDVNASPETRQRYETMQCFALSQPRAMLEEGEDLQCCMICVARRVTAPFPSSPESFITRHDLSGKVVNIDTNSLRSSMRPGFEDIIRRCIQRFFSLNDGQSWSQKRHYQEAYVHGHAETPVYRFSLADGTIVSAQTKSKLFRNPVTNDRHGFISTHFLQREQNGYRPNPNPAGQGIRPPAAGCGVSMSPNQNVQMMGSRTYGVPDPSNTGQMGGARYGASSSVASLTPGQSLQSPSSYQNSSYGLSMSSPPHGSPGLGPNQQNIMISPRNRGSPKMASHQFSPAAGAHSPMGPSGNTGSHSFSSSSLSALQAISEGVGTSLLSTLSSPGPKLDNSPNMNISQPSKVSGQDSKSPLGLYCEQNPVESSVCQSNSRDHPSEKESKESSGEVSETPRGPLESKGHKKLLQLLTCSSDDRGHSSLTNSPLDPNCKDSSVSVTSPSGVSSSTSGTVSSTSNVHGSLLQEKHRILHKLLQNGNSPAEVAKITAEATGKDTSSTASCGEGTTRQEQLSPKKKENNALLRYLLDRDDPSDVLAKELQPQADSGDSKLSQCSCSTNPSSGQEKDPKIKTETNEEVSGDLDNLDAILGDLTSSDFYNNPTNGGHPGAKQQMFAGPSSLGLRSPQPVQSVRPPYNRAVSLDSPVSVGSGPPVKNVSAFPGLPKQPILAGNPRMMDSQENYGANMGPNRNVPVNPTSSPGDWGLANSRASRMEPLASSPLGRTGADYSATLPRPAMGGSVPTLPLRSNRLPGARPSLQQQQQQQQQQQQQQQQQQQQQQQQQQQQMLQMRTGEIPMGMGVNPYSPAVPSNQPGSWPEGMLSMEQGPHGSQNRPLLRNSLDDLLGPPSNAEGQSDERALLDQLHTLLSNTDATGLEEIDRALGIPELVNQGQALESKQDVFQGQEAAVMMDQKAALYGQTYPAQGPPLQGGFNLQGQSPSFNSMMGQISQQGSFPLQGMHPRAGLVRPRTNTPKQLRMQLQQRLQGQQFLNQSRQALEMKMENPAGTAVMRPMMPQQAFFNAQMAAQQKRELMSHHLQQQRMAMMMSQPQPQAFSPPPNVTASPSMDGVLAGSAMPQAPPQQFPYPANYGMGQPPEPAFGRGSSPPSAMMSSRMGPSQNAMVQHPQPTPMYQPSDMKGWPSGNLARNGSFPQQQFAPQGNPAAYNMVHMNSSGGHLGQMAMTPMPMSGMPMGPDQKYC
IDE act – boosts human insulin-degrading enzyme activity in HEK cells. P14735. FAbeta-B cleavage, fluorescence polarization; 0% vehicle, 100% cell-free pure enzyme wells. activation, % at 5.96 µM. 340,000 compounds, 0.073% hits;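 active = activation above the mean of all tested compounds plus 3 SD, set per screening campaign, cut at about 17% in these data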
M18AAP inhibitor – blocks P. falciparum M18 aspartyl aminopeptidase; recombinant PfM18AAP, H-Glu-NHMec fluorogenic cleavage; inhibition, % at 7.35 µM; 290,000 compounds, 1.2% hits; AID 1822;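 active = inhibition above the campaign mean inhibition over all tested compounds plus 3 SD, cut at about 28% in these data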;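 note: 0% = plate median of test compound wells and 100% = 2 mM ZnCl2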
IDE inh – inhibits human insulin-degrading enzyme in HEK cells; P14735; FAbetaB cleavage, fluorescence polarization; inhibition, % at 5.59 µM; 320,000 compounds, 0.41% hits; AID 434962;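 active = percent inhibition above the average of all tested compounds plus 3 SD, set per screening campaign, cut at about 16% in these data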;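 note: IDE supplied by intact live HEK cells; FP after avidin binding of uncleaved biotin substrate so inhibition keeps polarization high; 0% = DMSO wells and 100% = 60 µM reference IDE inhibitor Ii1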
An asterisk follows results filed as active; . = not tested or not shown; & = joins results of further samples.

SMILES,DNA FID counter,VIM-2 inh,NS3 helicase inh,SUMO HTRF inh,IMP-1 inhibitor,p-CIP stab down,IDE act,M18AAP inhibitor,IDE inh
COc1ccc(OC)c(NC(=O)NNC(=O)c2cc3occc3[nH]2)c1,-5,-3.3,10,7,-4.8,5,0,56*,4
CC(=O)c1ccccc1C(=O)N(C)C1CCCN(Cc2ccccc2F)C1 (stereo unspecified),0,0.3,7,-8,-0.8,4,5,-2,4
CCOC(=O)C1CCCN(C(=O)C2CCN(S(=O)(=O)c3c(C)noc3/C=C/c3ccccc3F)CC2)C1 (stereo unspecified),-46,-3.2,-32,4,-3.9,1,-3,-2,6
CCOC(=O)c1c(C)[nH]c(O)c1C=Nc1ccc(C(F)(F)F)cc1,-11,-1.2,3,12,-1.3,8,1,4,3
NC(=O)c1ccsc1NC(=O)CCS(=O)(=O)c1ccccc1,-2,-0.4,-9,14,-0.6,-4,-1,-15,5
CC(C)(C)NC(=S)NC(=O)C12CCC3CC(CC(C3)C1)C2,-3,-1.1,0,5,-2.3,-3,4,1,-4
COC(=O)C1=C(C)C(c2ccc(OC)cc2)NC(=S)N1 (stereo unspecified),-6,-1.6,2,-2,-1.7,-2,7,-15,-8
FC(F)(F)c1cccc(OCCOCCn2cncn2)c1,2,-5.3,1,-4,-0.6,2,2,4,-1
Cn1c(=O)cc(OCC(=O)N2CCC(N3CCCCC3)CC2)c2ccccc21,6,1.3,0,3,-3.3,0,4,-6,-6
CC(=O)c1cnc2c(-c3ccc(Cl)cc3)cnn2c1C,0,0.8,3,14,-4.3,0,-1,-7,-5
O=C(CSc1ccc(Cl)cc1Cl)N1CCC(c2nc3ccccc3s2)CC1,-25,-0.2,-9,-8,-3.0,-4,1,-11,-5
O=c1cc(-c2ccccc2)c2cc(Cl)c(O)c(CN3CCOCC3)c2o1,-9,-0.5,2,32,-1.9,-6,9,2,6
O=S1(=O)N=C(N2CCN(Cc3ccc4c(c3)OCO4)CC2)c2ccccc21,-8,-3.9,6,6,-1.9,-8,-2,-1,-2
CCN(Cc1ccccc1)C(=O)CSc1n[nH]c(N)n1,-14,-0.1,1,3,-2.1,-15,1,-5,-3
O=C(CSc1nnnn1CCCO)Nc1ccc2c(c1)OCO2,0,-0.3,-14,-6,-1.0,17,5,-4,-1
CCN(CC)S(=O)(=O)c1ccc(N2CC(C(=O)NCc3cccnc3)CC2=O)cc1 (stereo unspecified),-18,-2.0,0,10,-3.3,-4,3,3,0
COc1ccccc1-c1cc2nc(C)c(CCC(=O)NCc3ccco3)c(C)n2n1,-24,0.3,13,2,-2.0,-6,6,4,4
OC(c1ccccc1)C(CN1CCOCC1)c1ccccc1 (stereo unspecified),-6,-2.6,-34,0,-2.7,1,-2,-1,5
Cc1ccnc(NS(=O)(=O)c2ccc(NC(=O)C3CCCCC3C(=O)O)cc2)n1 (stereo unspecified),-4,-2.4,-2,0,-0.7,-15,5,10,4
Cc1cc(C)cc(NC(=O)c2ccc(NC(=O)C3C4CC5OC(=O)C3C5C4)cc2)c1 (stereo unspecified),-13,-1.6,0,6,-2.3,-7,4,2,6

2 neighbouring records out of the list so far:
SMILES,DNA FID counter,VIM-2 inh,NS3 helicase inh,SUMO HTRF inh,IMP-1 inhibitor,p-CIP stab down,IDE act,M18AAP inhibitor,IDE inh
CC(=O)c1cnc2c(-c3ccc(Cl)cc3)cnn2c1C,0,0.8,3,14,-4.3,0,-1,-7,-5
O=C(CSc1ccc(Cl)cc1Cl)N1CCC(c2nc3ccccc3s2)CC1,-25,-0.2,-9,-8,-3.0,-4,1,-11,-5

The listing continues.
SMILES,DNA FID counter,VIM-2 inh,NS3 helicase inh,SUMO HTRF inh,IMP-1 inhibitor,p-CIP stab down,IDE act,M18AAP inhibitor,IDE inh
CCOc1ccccc1C1CC(c2ccc(Cl)cc2)Nc2nc(N)nn21 (stereo unspecified),-29,-4.4,0,18,-3.1,-1,3,-3,5
Cc1cccc(C)c1NC(=O)C(=O)NCCc1c[nH]c2ccccc12,4,-1.3,-13,8,-4.8,-3,6,3,4
O=C(O)c1cccc(Nc2c3ccccc3nc3ccccc23)c1,7,5.2,8,6,0.7,-3,3,5,0
CC1CC(C)CN(S(=O)(=O)c2ccc(C(=O)OCC(=O)NCCN3C(=O)CSC3=O)cc2)C1 (stereo unspecified),-18,-2.7,15,3,-2.9,-3,5,-5,-3
Cc1ccc2nc(SCCC(=O)O)cc(C)c2c1,-14,-4.5,1,8,-2.4,4,3,4,0
CN(C)S(=O)(=O)c1ccc(C(=O)OCc2ccc([N+](=O)[O-])cc2)cc1,-1,-3.2,0,-11,-3.2,10,4,-3,1
Cc1ccc(C(=O)N/N=C/c2nc3ccccc3n2C)cc1,-11,-2.9,0,12,-2.9,-4,-2,5,-1
Cc1ccc(NC(=O)c2ccc(COc3ccc4c(c3)CCC4)cc2)c(C)c1,1,-3.4,-1,3,-0.9,-5,6,-3,7
O=C(c1ccc(CS(=O)(=O)c2c(Cl)cccc2Cl)o1)N1CCCC1,-6,-2.7,3,12,-4.7,-17,7,0,4
CCc1nn(CC(=O)NCCCN2CCN(C)CC2)c(=O)c2cc3sccc3n12,9,6.6,1,9,-2.6,-4,7,0,2
C(=N\c1nc2ccccc2n1Cc1ccccc1)/c1cccs1,2,-4.1,-9,3,-1.6,-1,1,14,-1
CC(=O)NC1=NN(C(C)=O)C(c2ccc(C)cc2)S1 (stereo unspecified),13,-1.5,-2,8,-2.0,-17,8,-5,-4
COc1cccc(C2=NOC(C(=O)Nc3ccc4c(c3)OCO4)C2)c1 (stereo unspecified),-7,1.1,-5,-30,-1.1,8,-8,-19,0
O=C1C2C(c3ccccc3)C=CC(c3ccccc3)C2C(=O)N1CCO (stereo unspecified),-29,-1.9,4,1,1.2,-4,-5,-1,4
Fc1ccc(NC(=S)Nc2ccccc2Cl)cc1,-4,-1.8,-2,-3,-1.1,0,-4,4,0
COc1ccc(CCNS(=O)(=O)c2c(C)[nH]c(C)c2C(=O)N2CCCCC2)cc1OC,-20,-0.2,-2,5,-1.3,-24,-2,4,3
O=C1OCCC1Sc1nnnn1-c1ccccc1 (stereo unspecified),1,-2.8,-4,-17,-1.9,12,3,0,4
O=C1C2C3C=CC(C3)C2C(=O)N1c1ccc(-c2nc3ccccc3o2)cc1 (stereo unspecified),3,1.6,12,20,0.0,8,4,-4,0
COc1cccc(C=Nc2cc(C)cc(C)c2)c1O,0,1.1,2,6,-5.0,1,2,-5,-8
O=C(CN1CCN(Cc2ccccc2)CC1)Nc1ccc(N2CCOCC2)cc1,0,-0.2,2,-11,-0.4,10,3,-8,-2

Other entries
SMILES,DNA FID counter,VIM-2 inh,NS3 helicase inh,SUMO HTRF inh,IMP-1 inhibitor,p-CIP stab down,IDE act,M18AAP inhibitor,IDE inh
CSc1nccc(Oc2ccc(C#N)cc2)n1,-3,-2.9,9,4,-1.2,-11,-5,-5,6
CCCCOCCCNC(=O)N[C@@H](CCSC)C(=O)OC,-7,-1.3,2,4,-4.3,-16,5,0,-2
O=C(CSc1nc2ccccc2s1)N1c2ccccc2Sc2ccc(Cl)cc21,2,-2.0,-5,-18,-2.1,7,12,5,1
S=c1[nH]nc(-c2ccco2)n1/N=C/c1cccc(Cl)c1Cl,-6,-0.6,44*,17,-2.3,-2,6,15,-2
CC(C)Cn1c(N)c(C(=O)CSc2nc3ccccc3n2C)c(=O)n(C)c1=O,-3,-0.6,6,-8,-1.2,-10,1,-3,4
CCN1CCN(Cc2ccc(NC(=O)c3ccc(C)c(NC(=O)N4CCNC4=O)c3)cc2C(F)(F)F)CC1,23,0.8,-58,14&22,-2.9,-10&-9,-2&0,0,3&-1
COCCNC(=O)c1onc(CSc2cc(C)cc(C)c2)c1C(=O)O,-25,-3.9,13,-2,-3.0,-17,3,6,3
COc1cc(/C=N/NC(=O)c2ccc3c(c2)OCCO3)c(Br)c(Br)c1O,-37,-3.6,0,.,-2.0,-9,0,7,1
CC(=O)Oc1ccc(N(C(C)=O)S(=O)(=O)c2ccc(C)cc2C)c2ccccc12,-34,-3.0,-5,17,-2.5,-9,-9,3,.
CCOc1cccc2sc(NC(=O)CC)nc12,2,-1.1,14,1,0.0,-4,5,6,-2
COc1ccccc1N1CCN(C(=O)NCc2cccc(C(F)(F)F)c2)CC1,-33,-1.2,-12,2,-3.0,-17,6,2,-2
Cc1ccc(S(=O)(=O)CCSc2cccc(C(=O)O)c2)cc1,-12,1.8,11,1,1.8,-9,-4,-5,3
CCOC(=O)N(NC(=O)C(O)(c1ccccc1)c1ccccc1)c1ccccc1,-2,-2.2,7,17,-0.9,-3,1,-1,0
Cc1occc1C(=O)NC(C)C(C)(C)C (stereo unspecified),-11,-0.8,5,4,-1.3,-3,5,-2,-4
COc1ccc(Cc2nc(C)cc(Cl)n2)cc1[N+](=O)[O-],9,-1.6,12,3,-4.0,2,-6,1,0
O=C(O)c1ccc(N2C(=O)CCCC2=O)cc1,3,-1.6,5,7,-4.0,-4,1,-7,-1
CCOC(=O)C1CCN(C(=O)/C=C/c2cccs2)CC1,-14,-4.1,6,3,-3.0,-14,7,2,11
Cc1ccc(CSCC(=O)N/N=C/c2sccc2C)cc1,-15,-3.0,4,17,-0.1,-6,1,0,2
CCOC(=O)N1CCN(C(=O)c2cc3ccc(OC)cc3[nH]2)CC1,-31,-1.3,-6,8,-1.4,-2,0,8,2
